KDM4C inh: inhibitors of human demethylase GASC-1 KDM4C; Q9H3R0; GST-KDM4C 2-372, H3K9me3 peptide, LANCE TR-FRET; inhibition, % at 12.5 µM; hit rate 0.15% among 96,000;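 active means mean replicate inhibition above about 25%, with at least 55% of replicates also reaching it, limit read from the data, passing the limit was not always enough; inconclusive means only one of those two conditions met; inactive means neither condition met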
Target sequence (Q9H3R0 2-372 limits assumed): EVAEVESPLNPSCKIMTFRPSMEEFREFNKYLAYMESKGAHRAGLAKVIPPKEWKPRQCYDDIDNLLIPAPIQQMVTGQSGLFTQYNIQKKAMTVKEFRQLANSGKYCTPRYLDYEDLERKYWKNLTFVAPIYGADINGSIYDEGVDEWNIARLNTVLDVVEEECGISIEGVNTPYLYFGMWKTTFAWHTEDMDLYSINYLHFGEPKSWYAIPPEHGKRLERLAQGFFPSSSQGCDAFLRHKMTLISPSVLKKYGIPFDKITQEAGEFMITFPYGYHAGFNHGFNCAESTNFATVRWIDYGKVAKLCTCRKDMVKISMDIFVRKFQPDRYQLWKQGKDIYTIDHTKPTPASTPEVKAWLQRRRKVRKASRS
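Assay system: GST-GASC-1 enzyme fragment 2-372 | Amount: 10 nM enzyme | Medium: HEPES buffer, pH 7.5, plus ascorbate | Reagent: H3K9me3 peptide substrate, Fe(II), 2-oxoglutarate | Doses: Single-point compound screen | Incubation: 30 min demethylation and 1 h detection at room temperature | Measured by: LANCE TR-FRET, excitation 340 nm, emissions 618 and 671 nm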
C diff growth: C. difficile growth inhibition. Clostridium difficile clinical isolate growth, OD600, 24 h; active compounds read low. growth activity, negative = inhibition, % at 16 µg/mL (by protocol). hit rate 0.25% among 86,000. AID 1259249;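 active means mean growth activity at or below -80% and every replicate also at or below -80%; inconclusive means mean at or below -80% but some replicate above -80%; inactive means mean growth activity above -80%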;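 further: 0% = DMSO wells and -100% = levofloxacin 16 µg/mL wells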
Pf Dd2 inh: P. falciparum Dd2 growth inhibition; SYBR Green, 72 h; active compounds read low; activity change, % at 10 µM; hit rate 2.3% among 94,000; AID 1159554; in the data active means activity change below about -80%; inconclusive means no clear call, values can overlap the other calls
T cruzi growth: T. cruzi proliferation inhibition | T. cruzi beta-gal in NIH3T3, GalScreen luminescence, 90 h | inhibition, % at 8.34 µM | hit rate 5.9% among 77,000 | AID 624255;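 active means mean inhibition above about 93%, with at least 55% of replicates each passing it, limit read from the data, passing the limit was not always enough; inconclusive means only one of those two conditions holds; inactive means neither condition holds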
Active calls of the source: *; ? = inconclusive; nt = no result given; & = joins results of further samples.

SMILES	KDM4C inh	C diff growth	Pf Dd2 inh	T cruzi growth
COc1ccccc1-c1ccc([C@H]2[C@H](CO)N3CCCCN(C(=O)CN4CCOCC4)C[C@@H]23)cc1	0.6	-4	-3	100*
COc1ccc2c3c(n(C)c2c1)[C@@H](CO)N(C(=O)C1CCCC1)CC31CCN(C)CC1	-1.2	4	7	nt
C[C@@H]1CN([C@@H](C)CO)C(=O)c2cc(NS(=O)(=O)c3ccccc3)ccc2O[C@@H]1CN(C)Cc1ccncc1	3.0	1	11	29
COc1ccc2c3c(n(C)c2c1)[C@H](CO)N(Cc1cccc(F)c1)CC31CN(C)C1	0.6	2	-57	nt
C[C@H]1CN([C@@H](C)CO)C(=O)CCCn2cc(nn2)CO[C@@H]1CN(C)C(=O)c1ccc(N2CCN(C)CC2)cc1	9.3	-6&1	-1&0	-20&1
CO[C@H]1CN(C)C(=O)c2ccc(NC(=O)c3ccccc3F)cc2OC[C@H](C)N(CC2CC2)C[C@@H]1C	0.9	6	-13	nt
COc1ccccc1-c1cnc2c(c1)C(=O)N([C@H](C)CO)C[C@H](C)[C@@H](CN(C)C(=O)c1ccccc1)O2	nt	0	9	22
Cc1ccc(S(=O)(=O)Nc2ccc3c(c2)C(=O)N([C@H](C)CO)C[C@@H](C)[C@@H](CN(C)C(=O)Cc2ccccc2)OCCCC[C@@H](C)O3)cc1	-0.7	nt	-73	81
CC(C)CC#Cc1ccc2c(c1)O[C@H](CN(C)C)[C@H](C)CN([C@@H](C)CO)S2(=O)=O	0.2	8	-37	-3
COc1ccc(S(=O)(=O)N2CC[C@@H]3[C@H](CO)Nc4ccc(C#Cc5cccnc5)cc4[C@@H]32)cc1	-0.6	-3	-25	44
C[C@@H]1CN([C@H](C)CO)C(=O)c2cc(NC(=O)Cn3cnnn3)ccc2O[C@@H]1CN(C)Cc1ccc(C(=O)Nc2ccccc2N)cc1	0.9	-3	-5	95
Cc1noc(C)c1NC(=O)Nc1cccc2c1O[C@@H](CN(C)S(=O)(=O)c1cccs1)[C@H](C)CN([C@@H](C)CO)C2=O	-0.9	nt	-6	-53
CN(C)C(=O)C[C@H]1C[C@H]2c3cc(NC(=O)NC4CCCC4)ccc3O[C@H]2[C@H](CO)O1	-0.4	-2	1	-5
C[C@@H]1CN([C@@H](C)CO)C(=O)c2cccc(NS(=O)(=O)c3ccc(Cl)cc3)c2O[C@H]1CN(C)Cc1ccc(Oc2ccccc2)cc1	-0.1	24	-31	50
O=C(Nc1ccccc1)N[C@@H]1CC[C@H](CCn2cc(-c3ccccc3F)nn2)O[C@@H]1CO	-1.5	-6	-68	nt
C[C@H](CO)N1C[C@H](C)[C@@H](CN(C)Cc2cccc(F)c2)OCc2ccccc2-c2ccccc2C1=O	1.3	2	-24	65
N#Cc1cccc(-c2ccc3c(c2)[C@H]2[C@H](CCN2C(=O)c2ccccc2F)[C@@H](CO)N3)c1	-1.0	1	2	19
CC(=O)N(C)C[C@@H]1Oc2cc(-c3cccc(C#N)c3)ccc2S(=O)(=O)N([C@@H](C)CO)C[C@H]1C	-1.8	5	20	-6
COCC(=O)N1C[C@@H](C)[C@@H](OC)CN(C)C(=O)c2ccc(NC(=O)C3CCC3)cc2OC[C@@H]1C	1.8	nt	9	-19
COc1ccc(S(=O)(=O)Nc2ccc3c(c2)C(=O)N([C@@H](C)CO)C[C@H](C)[C@H](CN(C)S(=O)(=O)c2ccc(Cl)cc2)OCCCC[C@@H](C)O3)cc1	-2.1	5	-61	99*
CN1C(=O)c2cc(NC(=O)Cc3ccccc3)ccc2OC[C@H]2O[C@@H](CC(=O)NC3CCC3)CC[C@@H]21	-0.1	0	11	32
O=C(Cc1ccncc1)N1C[C@@H]2N[C@H](C1)C2c1ccc(-c2ccccc2)cc1 (some centres not stated)	1.2	-1	-48	nt
Cc1ccc(S(=O)(=O)Nc2ccc3c(c2)C(=O)N([C@H](C)CO)C[C@H](C)[C@H](CN(C)Cc2ccc(C(F)(F)F)cc2)O3)cc1	1.5	nt	-10	97*
CN(C)C(=O)[C@H]1[C@H](CO)[C@H]2Cn3c(ccc(-c4ccccc4F)c3=O)[C@@H]1N2C(=O)c1cccnc1	1.0	-4	3	12
COc1ccc(CN2C[C@H](O)COC[C@@H]3O[C@H](CC(=O)N4CCc5ccccc5C4)CC[C@H]32)cc1	2.5	nt	-9	14
C[C@@H]1CCCCO[C@H](CN(C)Cc2ccccc2)[C@H](C)CN([C@H](C)CO)C(=O)c2cc(NC(=O)NC3CCCCC3)ccc2O1	0.6	-8	-52	44
COc1ccc(NC(=O)Nc2ccc3c(c2)CC(=O)N([C@H](C)CO)C[C@@H](C)[C@@H](CN(C)Cc2ccccc2)O3)cc1	0.2	0	-30	85
Cc1noc(C)c1NC(=O)N(C)C[C@H]1Oc2ccc(N(C)C)cc2CC(=O)N([C@H](C)CO)C[C@H]1C	3.5	-3	12	5
C[C@@H]1CCCCO[C@H](CN(C)Cc2ccc(C(=O)O)cc2)[C@H](C)CN([C@H](C)CO)C(=O)c2cc(NC(=O)Nc3ccc(F)cc3)ccc2O1	13	-3	5	13
CNC[C@H]1Oc2cc(C#CCC3CCCC3)ccc2S(=O)(=O)N([C@H](C)CO)C[C@H]1C	-3.0	27	-69	?
O=C(C[C@@H]1CC[C@H]2[C@@H](COC[C@@H](O)CN2C(=O)c2ccccc2F)O1)NCc1ccc(-c2ccccc2)cc1	-2.1	-2&-11	10	nt
CC(C)C#Cc1ccc2c(c1)O[C@@H](CN(C)C(=O)c1ccccc1)[C@H](C)CN([C@@H](C)CO)S2(=O)=O	-1.2	-5	-67	92
O=C(CN1CCOCC1)N[C@H]1CC[C@@H](CCn2cc(C3CCCCC3)nn2)O[C@H]1CO	-3.0	-4	18	-36
O=C(Cc1ccccc1)N[C@@H]1CC[C@@H](CC(=O)N2CCCCC2)O[C@@H]1CO	0.6	3	-12	69
C/C=C/c1cccc(-c2nc(C(=O)NCc3ccccn3)cc3c2[C@H](CCO)N([S@@](=O)C(C)(C)C)C3)c1	3.6	nt	-15	50
CCCC#Cc1ccc2c(c1)O[C@H](CN(C)C(=O)Nc1ccccc1F)[C@H](C)CN([C@H](C)CO)S2(=O)=O	-1.3	13	-60	nt
C[C@@H]1CN([C@@H](C)CO)C(=O)c2cc(NS(=O)(=O)c3ccccc3)ccc2O[C@@H](C)CCCCO[C@H]1CN(C)Cc1ccc(C(F)(F)F)cc1	-0.5	nt	-51	79
O=C(C1CCC1)N1CC2(C1)[C@H](c1ccccc1)[C@H](CO)N2C(=O)c1ccccn1	0.1	-3	31	nt
CO[C@H]1CN(C)C(=O)c2cc(NC(=O)c3ccccc3)ccc2OC[C@H](C)NC[C@H]1C	0.3	nt	-13	-34
C[C@H]1CN([C@@H](C)CO)C(=O)c2cc(C#CC3CC3)cnc2O[C@H]1CN(C)C(=O)CC1CC1	-0.4	6	-15	27
COc1ccc(S(=O)(=O)N(C)C[C@@H]2OCCCC[C@@H](C)Oc3ccc(NC(=O)C4CCCCC4)cc3C(=O)N([C@@H](C)CO)C[C@@H]2C)cc1	-0.3	-2	-80	99*
COc1ccc2c3c(n(C)c2c1)[C@@H](CO)N(C(=O)Nc1ccc(F)cc1)CC31CCN(S(=O)(=O)c2cccc(C)c2)CC1	0.4	8	-44	nt
C[C@H]1CN([C@@H](C)CO)S(=O)(=O)c2ccc(C3=CCCCC3)cc2O[C@H]1CN(C)S(C)(=O)=O	-1.4	0	20	64
C[C@@H]1CN([C@H](C)CO)C(=O)Cc2cc(NC(=O)CCC(F)(F)F)ccc2O[C@H]1CN(C)Cc1ccccc1	0.4	-3	-4	9
CC(C)NC(=O)N(C)C[C@H]1Oc2ccc(NC(=O)Nc3ccc4c(c3)OCO4)cc2C(=O)N([C@H](C)CO)C[C@@H]1C	0.1	nt	4	32
Cc1noc(C)c1S(=O)(=O)Nc1ccc2c(c1)C(=O)N([C@H](C)CO)C[C@H](C)[C@@H](CN(C)S(=O)(=O)c1ccc(Cl)cc1)O2	-0.4	-3	-17	-43
CCNC(=O)C[C@@H]1CC[C@@H]2[C@H](COc3ccc(NC(=O)c4ccc(F)c(F)c4)cc3C(=O)N2C)O1	1.4	-1	-12	13
Cc1noc(C)c1NC(=O)N(C)C[C@@H]1Oc2ccc(NC(=O)NC(C)C)cc2C(=O)N([C@@H](C)CO)C[C@H]1C	-2.7	-7	14	0
C[C@@H]1CN([C@H](C)CO)S(=O)(=O)c2ccc(C#CCN(C)C)cc2O[C@H]1CN(C)C(=O)C1CCCCC1	2.3	-2	-43	nt
C[C@@H]1CN([C@H](C)CO)C(=O)c2cc(/C=C/c3ccccc3)cnc2O[C@@H]1CN(C)C(=O)c1cccnc1	1.3	2	-22	15
Cc1noc(C)c1S(=O)(=O)N(C)C[C@H]1Oc2ccc(NC(=O)Nc3ccc(C(F)(F)F)cc3)cc2CC(=O)N([C@H](C)CO)C[C@@H]1C	0.0	-11	-10	25
Cc1noc(C)c1NC(=O)Nc1ccc2c(c1)CC(=O)N([C@@H](C)CO)C[C@@H](C)[C@@H](CN(C)S(=O)(=O)c1ccccc1)O2	0.1	-1	0	48

Molecules from the list above that contain an aryl methoxy group:
SMILES	KDM4C inh	C diff growth	Pf Dd2 inh	T cruzi growth
COc1ccccc1-c1ccc([C@H]2[C@H](CO)N3CCCCN(C(=O)CN4CCOCC4)C[C@@H]23)cc1	0.6	-4	-3	100*
COc1ccc2c3c(n(C)c2c1)[C@@H](CO)N(C(=O)C1CCCC1)CC31CCN(C)CC1	-1.2	4	7	nt
COc1ccc2c3c(n(C)c2c1)[C@H](CO)N(Cc1cccc(F)c1)CC31CN(C)C1	0.6	2	-57	nt
COc1ccccc1-c1cnc2c(c1)C(=O)N([C@H](C)CO)C[C@H](C)[C@@H](CN(C)C(=O)c1ccccc1)O2	nt	0	9	22
COc1ccc(S(=O)(=O)N2CC[C@@H]3[C@H](CO)Nc4ccc(C#Cc5cccnc5)cc4[C@@H]32)cc1	-0.6	-3	-25	44
COc1ccc(S(=O)(=O)Nc2ccc3c(c2)C(=O)N([C@@H](C)CO)C[C@H](C)[C@H](CN(C)S(=O)(=O)c2ccc(Cl)cc2)OCCCC[C@@H](C)O3)cc1	-2.1	5	-61	99*
COc1ccc(CN2C[C@H](O)COC[C@@H]3O[C@H](CC(=O)N4CCc5ccccc5C4)CC[C@H]32)cc1	2.5	nt	-9	14
COc1ccc(NC(=O)Nc2ccc3c(c2)CC(=O)N([C@H](C)CO)C[C@@H](C)[C@@H](CN(C)Cc2ccccc2)O3)cc1	0.2	0	-30	85
COc1ccc(S(=O)(=O)N(C)C[C@@H]2OCCCC[C@@H](C)Oc3ccc(NC(=O)C4CCCCC4)cc3C(=O)N([C@@H](C)CO)C[C@@H]2C)cc1	-0.3	-2	-80	99*
COc1ccc2c3c(n(C)c2c1)[C@@H](CO)N(C(=O)Nc1ccc(F)cc1)CC31CCN(S(=O)(=O)c2cccc(C)c2)CC1	0.4	8	-44	nt

Bioassay records from PubChem BioAssay.
